# High-throughput results (PubChem)
# HT1080-NT tox – kills 2HG-producing HT-1080-NT fibrosarcoma cells; HT-1080-NT fibrosarcoma viability, CellTiter-Glo ATP luminescence, 48 h; Potency, µM (doses to about 46.1 µM), for inactives: top-dose activity, negative = less viability, hits mostly cytotoxic; 1.6% of 360,000 active; AID 686970;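 further: NT is the 2HG producing partner of a matched IDH1 knockdown line; potency means the concentration at half of the fitted maximal effect; 0% = DMSO-treated cells and -100% = media-only wells without cells; nearly all actives have a fitted effect of over 55% in size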
#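 Luminescent CellTiter-Glo readout after 48 hours of compound exposure at 37 degrees C defined viability of HT-1080-NT cells. Activity was normalized to DMSO wells and cell-free media wells; concentration-response curves were fitted and assigned curve classes.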
# SW480 rereplic – inducers of DNA re-replication in SW480 colon cancer cells; SW480 DNA re-replication, Hoechst DNA content imaging, 48 h; Potency, µM (highest dose often 46.1 µM), for the others: at the highest dose re-replication activation, most hits filed as activators; 1.8% of 340,000 active; further: potency means the concentration at half of the fitted maximal effect; % of control where 0% means no effect; nearly all actives have a fitted effect of over 55% in size
#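 Image-based DNA-content assay: after two days of treatment, nuclei were labelled with the DNA dye Hoechst and imaged, and hits were compounds raising the count of nuclei showing high fluorescence intensity.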
# HT1080 IDH1KD tx – toxicity to HT-1080 IDH1 knockdown cells (counter line); HT-1080 IDH1 knockdown viability, ATP luminescence, 48 h; Potency, µM (titrated, usually from 46.1 µM), inactives show at the top dose activity, negative = toxicity, actives largely listed as cytotoxic; 2% of 360,000 active; AID 686971;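 further: potency means the concentration at half of the fitted maximal effect; 0% = DMSO wells and -100% = cell-free medium wells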
#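 Knockdown cells (IDH1KD HT-1080) received compounds 2 h after plating at 750 cells/well and were kept 48 h at 37 °C in 5% FBS RPMI. A CellTiter-Glo luminescence read gave % activity for curve fitting.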
# MCF10A rerep – induces DNA re-replication in MCF 10a normal breast cells; MCF 10A DNA re-replication, Hoechst nuclear intensity, 48 h; 2.9% of 350,000 active; Potency, µM (doses to about 46.1 µM), for inactives: at the highest dose activity, positive = re-replication, most hits filed as activators; further: potency means the concentration at half of the fitted maximal effect; % of control where 0% means no effect; nearly all actives have a fitted effect of over 50% in size
# KB-3-1 tox – KB-3-1 parental cell cytotoxicity; KB-3-1 viability, CellTiter-Glo ATP luminescence, 72 h; Potency, µM (top dose mostly 46.1 µM), for inactives: at the highest dose activity change, negative = cytotoxic, most hits filed as cytotoxic; 1.4% of 400,000 active; AID 1347075; further: potency means the concentration at half of the fitted maximal effect; on the % scale 0 is the no-effect control and ±100 the full control effect; nearly all actives have a fitted effect of over 60% in size
#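 Cells are dispensed, compounds pinned in, plates held at 37 °C for 72 h, then CellTiter-Glo is added and luminescence read after 10 minutes. Cell line: parental KB-3-1 in phenol-red-free DMEM, 10% FBS.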
# S2 tox – viability counter-screen for ATXN expression inhibitors; AID 651635; Potency, µM (series often up to 56.7 µM), most hits filed as cytotoxic; 0.49% of 400,000 active; S2 cells (HEK-293 line with an ATXN2-luciferase reporter) viability, CellTiter-Fluor protease fluorescence, 24 h; further: potency means the concentration at half of the fitted maximal effect; nearly all actives have a fitted effect of over 40% in size
# IL1B secr inh – blocks inflammasome-driven IL-1 beta release | 4.7% of 360,000 active | activity change, % at 57.5 µM | AID 743279 | THP-1 LPS/ATP IL-1B secretion, AlphaLISA, 16 h; active compounds read low; in the data active means activity change below about -50%; inconclusive means mostly about -30% to -49%; further: on the % scale 0 is the no-effect control and ±100 the full control effect
#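 THP-1 cells pretreated 1 hr with compounds (up to 57.5 uM final), then stimulated with LPS (250 ng/mL final) plus ATP (1.25 mM final); secreted IL-1B measured by AlphaLISA after 16 hr, decreased signal indicating inhibition.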
# HepG2 tox – HepG2 cytotoxicity, counter-screen for TGF-b inhibitors; HepG2 CAGA-GFP viability, ATP luminescence, 18 h; Potency, µM (doses to about 46.1 µM), for inactives: top-dose activity change, negative = cytotoxicity, actives largely listed as cytotoxic; 0.76% of 410,000 active; AID 588856; further: potency means the concentration at half of the fitted maximal effect; some results filed as inactive show a strong effect at the top dose
#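 CellTiter-Glo luminescence gave cytotoxicity after 18 hours at 37 degrees C. The cells were HepG2 CAGA-GFP in 1% FBS DMEM, stimulated with 500 pg/mL TGF-beta after compound addition. %Activity was normalised to no-cell wells (complete cell-killing) and DMSO (no toxicity), and curves were fitted and classified.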
# ATXN2 expr inh – reduces ATXN2 reporter expression in HEK-293 cells; HEK-293 ATXN2-luciferase reporter, luminescence, 24 h; Potency, µM (series often up to 57 µM), without a hit: at the top dose activity change, negative = inhibition, actives largely listed as inhibitors; 0.72% of 360,000 active; AID 1745845; further: potency means the concentration at half of the fitted maximal effect; on the % scale 0 is the no-effect control and ±100 the full control effect; nearly all actives have a fitted effect of over 55% in size
#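 ATXN2-luciferase reporter cells (luciferase flanked by upstream and downstream ATXN2 gene portions) were treated 24 h at 37 °C with compounds at up to 57 uM. SteadyGlo luminescence gave expression; GF-AFC fluorescence gave viability.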
# The depositor's hits bear a star; i = inactive; ? = inconclusive; . = not tested or not shown; [ ] = remark or other dose. Unless noted, the call rests on the fitted dose curve; in most records, active means well fitted curve in the direction sought with a large enough effect; inconclusive means small, poorly fitted or top-dose-only effect, or another doubt; inactive means no such curve, though single readings can be large; an effect the other way counts as inactive or inconclusive.
item	SMILES	HT1080-NT tox	SW480 rereplic	HT1080 IDH1KD tx	MCF10A rerep	KB-3-1 tox	S2 tox	IL1B secr inh	HepG2 tox	ATXN2 expr inh
1	CCc1ccc(NC(=O)C2CCN(c3cc(C)nc4c(-c5ccc(Cl)cc5)c(C)nn34)CC2)cc1	.	.	.	.	19%	?	.	10%	6%
2	COc1ccc(CCNC(=O)CNS(=O)(=O)c2cccs2)cc1OC	2%	1%	5%	-5%	5%	i	7	9%	3%
3	COc1cc(/C=N/NC(=O)c2ccncc2)ccc1OCC(=O)Nc1ccccc1	-3%	-20%	1%	?	-10%	i	22	-8%	16%
4	CCn1c(O)c(/C=C2\C=NN=C2c2ccccc2)sc1=S	?	-9%	-21%	5%	3%	?	?	-29%	-3%
5	Cc1ccccc1C1=Nn2c(nnc2-c2ccco2)SC1	9%	1%	1%	11%	5%	i	24	0%	.
6	CCOc1ccc(-c2cc(C(=O)Nc3ccc4c(c3)OCCO4)c3ccccc3n2)cc1	?	12%	?	1%	18µM*	i	5	-48%	6%
7	COc1ccc(Cn2c(CO)cnc2SCc2cccc(C)c2)cc1	.	.	.	.	2%	i	.	-10%	44%[activator]
8	Cc1cc(NS(=O)(=O)c2ccc(C3CCCCC3)cc2)no1	0%	-31%[inhibitor]	9%	?	-6%	i	21	-11%	-13%
9	C=CC[C@@H](Cc1ccc(F)cc1)C(=O)OC[C@H]1CCCN1C(=O)[C@@H](CC=C)CC(=O)N(CCO)Cc1ccccc1	-18%	0%	-28%	-6%	0%	.	-56*	-25%	?
10	Cc1cc([N+](=O)[O-])nn1CC(=O)N1c2ccccc2CC1C (stereo unspecified)	-2%	-5%	-6%	?	17%	i	8	-9%	8%
11	COc1ccccc1-n1cnnc1SC(C)C(=O)Nc1cccc([N+](=O)[O-])c1 (stereo unspecified)	-3%	.	-15%	0%	?	i	0	-12%	-12%
12	O=C(NCCN1CCN(Cc2ccccc2)CC1)c1ccc(CS(=O)(=O)c2c(Cl)cccc2Cl)o1	0%	.	-1%	.	-2%	i	9	-31%	.
13	Cc1ccc(NC(=S)NNC(=O)CSc2nnc(-c3ccc(Cl)cc3)n2C2CCCCC2)cc1	2%	0%	3%	0%	-2%	i	?	0%	5%
14	O=C(/C=C1\NC2(CCCC2)Cc2ccccc21)C(=O)N/N=C/c1ccccc1O	23µM*	?	?	?	?	?	54	-36%	?
15	Cc1cc(C)n2nc(C(=O)N3CCN(Cc4ccc5c(c4)OCO5)CC3)nc2n1	5%	-5%	4%	1%	1%	i	55	-8%	13%
16	CCOC(=O)N1CCC(NC(=O)c2cc(COc3ccc(F)cc3Cl)on2)CC1	-1%	-8%	0%	12%	-7%	i	0	4%	-4%
17	CCOc1ccccc1OCCCC(=O)NNC(=O)c1ccc(F)cc1	2%	-6%	4%	1%	6%	i	11	-3%	4%
18	Cc1cc(=O)n2nc(N3CCC(C(=O)NCCCOC(C)C)CC3)sc2n1	.	.	.	.	0%	i	.	0%	-3%
19	CC(NC(=O)NC(=O)c1cccc([N+](=O)[O-])c1)C1CC1 (stereo unspecified)	6%	0%	5%	-3%	11%	i	-2	-1%	11%
20	CC(CN1CCCC1)OC(=O)C(c1ccccc1)c1ccccc1 (stereo unspecified)	10%	?	18%	0.58µM*	9%	i	-28	2%	-17%
21	COc1ccc(NS(=O)(=O)c2ccc(N3CCOCC3)c(NC(=O)c3ccc(OC)cc3)c2)cc1	0%	1%	-20%	5%	-5%	i	3	-34%	3%
22	CCOc1ccc(NS(=O)(=O)c2ccc(NC(=O)c3cccnc3)c(OC)c2)cc1	3%	1%[1.84 µM]	1%	13%	1%	i	16	-22%	-6%[2.22 µM]
23	O=c1[nH]c(-c2ccccc2)ncc1OCc1ccccc1	11%	-8%	20%	-4%	0%	i	-7	9%	4%
24	O=c1cc(CSc2nnc(Nc3ccccc3)s2)nc2sccn12	?	-30%	?	-9%	?	i	-4	-14%	11%
25	CCOc1ccc(CN(C)CC(=O)Nc2ccc3c(c2)CCC3)cc1OC	-24%	-33%[inhibitor]	-11%	-2%[9.22 µM]	1%	?	-8	-6%	-20%
26	CCCCN(C(C)=O)c1c(CC)nc2ccc(C(=O)NCCc3ccccn3)cn12	18%	.	18%	.	0%	i	0	-17%	0%
27	Nc1cc2c(cc1C(=O)c1ccccc1F)OCCO2	2%	-8%	5%	8%	-13%	i	-17	3%	-4%
28	CC1(C(=O)Nc2cccc(C#N)c2)CCN1C(=O)c1ccccc1CCc1ccccc1 (stereo unspecified)	-23%	.	-22%	.	0%	?	-11	-32%	-33%
29	O=C(Nc1ccc2c(c1)OCO2)C1CCCN(S(=O)(=O)Cc2ccccc2)C1 (stereo unspecified)	-5%	-3%	-8%	4%	6%	i	-9	-27%	-7%
30	O=C(CSc1nc2ccccc2[nH]1)Nc1ccccc1F	-2%	-1%	2%	0%	1%	i	-1	-14%	6%
31	COc1ccc(OCCn2c(C(C)Oc3ccccc3)nc3ccccc32)cc1 (stereo unspecified)	.	.	.	.	?	i	.	-38%	-21%
32	CC(=O)Nc1nnc(CCS(=O)(=O)c2ccc(C)c(C)c2)s1	-4%	?	10%	-1%	-2%	i	6	0%	.
33	Cc1[nH]c2ccccc2c1C(=O)CN1CCN(c2ccc(Cl)cc2)CC1	1%	25%	2%	17%	3%	i	20	-21%	-10%
34	COc1ccc(C(CNC(=O)CCNS(=O)(=O)c2ccc(Br)cc2)N2CCCC2)cc1 (stereo unspecified)	0%	-10%	1%	0%	-1%	i	-17	-22%	-1%
35	Cc1nnc(NC(=O)c2ccccc2F)s1	6%	-1%	23%	-2%	11%	i	-15	-16%	20%
36	CN(Cc1ccccc1)S(=O)(=O)c1csc(C(N)=O)c1	-2%	-11%	2%	-16%	0%	.	8	1%	.
37	Cc1c(NC(=O)C(C)OC(=O)c2ccc(NC(=O)CC#N)cc2)c(=O)n(-c2ccccc2)n1C (stereo unspecified)	2%	-9%	-1%	-35%[inhibitor]	-6%	i	5	4%	-11%
38	CCCCCn1nc(C(=O)N(CCOC)c2c(N)n(CCCC)c(=O)[nH]c2=O)c2ccccc2c1=O	0%	-3%	-4%	3%	11%	i	27	8%	8%
39	COCC(C)NC(=O)CSc1nc2ccccc2c(=O)n1CCc1ccc(S(N)(=O)=O)cc1 (stereo unspecified)	5%	-2%	25%	-2%	55%	i	-7	5%	-4%
40	CCOc1ccc(NC(=S)NCc2ccc3[nH]c(C)cc3c2)cc1	-6%	-18%	-11%	5%	-2%	?	-14	-15%	.
41	COc1ccc(Cl)cc1S(=O)(=O)NC1CC(C)(C)NC(C)(C)C1	-2%	-2%	6%	6%	16%	i	-8	-2%	4%
42	O=C(c1ccco1)N1C(=O)c2cccc3cccc1c23	22%	21%	12%	?	-13%	i	0	-12%	14%
43	Cc1ccc(OCC(=O)O/N=C(\N)c2ccncc2)cc1C	0%	-80%[inhibitor]	7%	1%	-9%	i	-6	-38%	61%[activator]
44	COCCCNC(=O)C[C@H]1C[C@H](C(=O)N2CCOCC2)[C@@]2(C)c3[nH]c4cc(-c5ccco5)ccc4c3CCN2C1=O	5%	-6%	2%	-13%	?	i	10	1%	6%
45	O=C(N/N=C/C1CC2C=CC1C2)c1ccccc1O (stereo unspecified)	-2%	?	-7%	2%	5%	i	-6	-37%	.
46	Cc1cc(C)cc(NC(=S)N2CCC(NC(=O)c3ccco3)CC2)c1	21%	17%	16%	-8%	4%	i	-15	5%	-3%
47	COc1ccc2[nH]c(C)c(CCNC(=S)Nc3ccc(F)cc3)c2c1	-7%	2%	5%	20%	-1%	i	-30	-8%	.
48	COc1cccc(C(=O)/C=C/c2ccc(SC)cc2)c1	-3%	?	?	?	3%	i	-20	-49%	1%
49	Nc1nnnn1/N=C/c1cc(Cl)cc(Cl)c1O	-15%	?	-7%	?	4%	.	58	-18%	8%
50	COc1cccc(Cn2cnc3c([N+](=O)[O-])c(C)c(C)cc32)c1	1%	1%	-1%	2%	-1%	?	-29	1%	-15%

# (further entries)
item	SMILES	HT1080-NT tox	SW480 rereplic	HT1080 IDH1KD tx	MCF10A rerep	KB-3-1 tox	S2 tox	IL1B secr inh	HepG2 tox	ATXN2 expr inh
51	CSC(=N/N=C(\N)c1cnccn1)SC	22%	-2%	14%	8%	-1%	i	8	3%	-2%
52	O=[N+]([O-])c1ccc2nonc2c1Nc1cccc(F)c1	-2%	-9%	4%	15%	6%	i	18	0%	-18%
53	CCc1cccc(C)c1NC(=O)C1CCN(C(=O)c2ccc([N+](=O)[O-])cc2)CC1	3%	-3%	2%	-2%	-5%	i	13	12%	-9%
54	CCCCN(CCCC)CCNC(=O)c1cn(C)c2ccc(S(=O)(=O)N3CCOCC3)cc2c1=O	.	.	.	.	5%	i	.	-21%	12%
55	CC(=O)Nc1cccc(NC(=S)Nc2cccc(Cl)c2Cl)c1	1%	1%	3%	-4%	-8%	i	-2	0%	-26%
56	COc1cccc(C(=O)Oc2cc(C)[nH]c(=O)c2[N+](=O)[O-])c1	3%	0%	10%	3%	13%	i	36	-3%	2%
57	CC(C)(C)C(=O)Nc1nc(-c2ccc3c(c2)OCO3)cs1	-23%	2%	-7%	20%	2%	i	1	-3%	59%[activator]
58	C=CCn1cnc2c(nnn2-c2ccc(C)c(Cl)c2)c1=O	18%	1%	6%	0%	-1%	i	-19	2%	5%
59	CCOC(=O)c1ccc(NC(=O)CSc2nnc(COc3ccccc3OC)n2CC)cc1	16%	1%	19%	1%	6%	i	17	-1%	1%
60	CCOC(=O)c1c(Nc2cccc(O)c2)nnc(-c2ccccc2)c1-c1ccccc1	.	.	.	.	-3%	i	.	-105%	?
61	O=C(NCc1cccc(Cl)c1)NCc1cccc(Cl)c1	-6%	5%	-16%	1%	0%	i	-9	-2%	9%
62	Cn1nnnc1SCC(=O)Nc1cccc([N+](=O)[O-])c1	20%	-86%[inhibitor]	15%	-1%	19%	?	-2	-1%	4%
